Source: PubChem BioAssay
MBD2 inh: blocks human MBD2 binding to methylated DNA | AID 686964 | hit rate 0.31% among 370,000 | inhibition, % at 4.4 µM | TR-FRET, MBD2 binding to methylated oligonucleotide; in the data active = inhibition above about 13%
Target sequence (Q9UBB5 whole entry, looked up): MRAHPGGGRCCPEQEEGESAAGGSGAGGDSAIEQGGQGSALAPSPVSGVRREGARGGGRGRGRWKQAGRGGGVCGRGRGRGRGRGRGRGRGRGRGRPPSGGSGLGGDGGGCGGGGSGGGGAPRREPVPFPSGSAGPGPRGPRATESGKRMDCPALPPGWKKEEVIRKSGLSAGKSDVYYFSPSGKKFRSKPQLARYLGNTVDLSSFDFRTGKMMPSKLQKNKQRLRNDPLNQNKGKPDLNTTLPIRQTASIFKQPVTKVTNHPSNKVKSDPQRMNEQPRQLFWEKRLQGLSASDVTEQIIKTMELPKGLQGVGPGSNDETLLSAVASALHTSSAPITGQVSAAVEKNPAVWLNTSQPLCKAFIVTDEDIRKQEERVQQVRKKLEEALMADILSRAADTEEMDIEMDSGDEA
rCAG RNA binder: molecules binding r(CAG) RNA repeats. r(CAG) RNA repeat, TO-PRO-1 dye displacement fluorescence. inhibition, % at 3 µM. hit rate 1.3% among 370,000;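 active = inhibition above the plate cutoff, the mean of all test compounds on that plate plus 3 SD, cut at about 35% in these data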;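 also: 0% = DMSO alone and 100% = 100 µM mitoxantrone as full dye displacement; higher means more dye released from RNA so lower well fluorescence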
LEDGF integ inh: blocks HIV-1 LEDGF/p75-dependent DNA integration. TR-FRET IN-LEDGF/p75 DNA integration, Eu/Cy5. inhibition, % at 3.7 µM. hit rate 0.64% among 370,000. AID 743269;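 active = inhibition above the screen-wide mean plus 3 SD, cut at about 13% in these data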;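 also: signal is the Cy5 over europium emission ratio at 671 and 618 nm; 0% = plate median of compound wells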
PG9 binder: small molecules binding HIV-1 gp120 antibody PG9. hit rate 0.43% among 360,000. inhibition, % at 6.7 µM. TR-FRET gp120-PG9 antibody binding; in the data active = inhibition above about 8.5%
mABHD4 FP: inhibits mouse alpha/beta hydrolase domain 4 | hit rate 0.54% among 370,000 | Q8VD66 | purified mABHD4, FP-Rh probe fluorescence polarization | inhibition, % at 8.92 µM;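 active = inhibition exceeding the mean over every tested compound plus 3 SD, cut at about 30% in these data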;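 also: 0% = plate median of compound wells and 100% = S159A mutant with DMSO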
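Test system: mABHD4 protein | Buffer or medium: HEPES pH 7.0 buffer, 150 mM NaCl, 0.01% Pluronic F-127 | Probe or stimulus: FP-Rh fluorescent activity-based probe, added after compound pre-incubation | Timing: Pre-incubation 45 min, probe exposure 60 min, at 25 °C | Technique: Fluorescence polarization, excitation 525 nm, emission 598 nm, BODIPY TMR filters | Repeats: Single well per compound (singlicate)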
PRMT1 inh: inhibitors of human PRMT1 | recombinant PRMT1, activity-based probe fluorescence polarization | inhibition, % at 2.79 µM | hit rate 1.3% among 370,000 | AID 652257;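 active = inhibition above about 21% made by adding two undisclosed values, limit read from the data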
HTRA1 inh: HTRA1 (human) protease inhibition; Q92743; recombinant HTRA1, FP-rhodamine activity-based probe, fluorescence polarization; inhibition, % at 5.96 µM; hit rate 0.5% among 340,000; in the data active = inhibition above about 36%;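 also: 0% = enzyme with DMSO and 100% = wells lacking enzyme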
Rev-erbA mod: modulates human Rev-erb alpha binding to DNA. P20393. Rev-erbα–FITC-DNA binding, fluorescence polarization, 90 min. activity, % at 10 µM. hit rate 0.79% among 370,000. AID 1259318;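 active = activity above about 14%, limit read from the data; passing the limit was not always enough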;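 also: 0% = DMSO wells with 35 nM protein and 100% = DMSO wells with 750 nM protein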
Target sequence (P20393 whole entry, looked up): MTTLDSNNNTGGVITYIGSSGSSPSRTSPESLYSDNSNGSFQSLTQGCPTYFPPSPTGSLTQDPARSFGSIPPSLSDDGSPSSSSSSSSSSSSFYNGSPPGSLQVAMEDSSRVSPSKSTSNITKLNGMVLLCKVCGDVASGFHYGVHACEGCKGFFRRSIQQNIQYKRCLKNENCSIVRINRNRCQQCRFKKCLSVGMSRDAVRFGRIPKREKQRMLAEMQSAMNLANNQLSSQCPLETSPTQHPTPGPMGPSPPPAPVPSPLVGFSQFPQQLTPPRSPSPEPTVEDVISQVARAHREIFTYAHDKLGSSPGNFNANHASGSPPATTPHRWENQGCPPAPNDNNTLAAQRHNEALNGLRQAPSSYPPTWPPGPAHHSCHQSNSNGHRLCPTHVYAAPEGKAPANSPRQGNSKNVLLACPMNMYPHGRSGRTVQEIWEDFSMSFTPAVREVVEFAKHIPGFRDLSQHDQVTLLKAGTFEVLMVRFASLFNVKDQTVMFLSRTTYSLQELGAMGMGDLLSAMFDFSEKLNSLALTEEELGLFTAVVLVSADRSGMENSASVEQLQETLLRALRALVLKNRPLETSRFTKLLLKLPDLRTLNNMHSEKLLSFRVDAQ
UHRF1 binding: human UHRF1 methylated DNA binding inhibitors; hit rate 0.75% among 370,000; inhibition, % at 4.4 µM; UHRF1 binding to methylated oligo, TR-FRET; AID 687016; in the data active = inhibition above about 21%;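 also: UHRF1 SRA domain binding a hemimethylated CpG hairpin DNA probe; 0% = median of test compound wells and 100% = reference inhibitor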
TCR CD3 inh: inhibitors of human TCR-CD3 interaction; inhibition, % at 9.4 µM; hit rate 0.37% among 360,000; TAMRA-labeled TCR probe fluorescence, biochemical; AID 651800; in the data active = inhibition above about 19%;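 also: recombinant mutant TCR 2C K166C tagged with TAMRA read by polarization; 0% = receptor in buffer alone and 100% = receptor with positive control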
An asterisk follows results filed as active.

How did Cc1cccc(NC(=O)Cc2c(F)cccc2Cl)n1 do in these assays?
MBD2 inh: 2.4; rCAG RNA binder: -0.5; LEDGF integ inh: -4.8; PG9 binder: -3.6; mABHD4 FP: -1.3; PRMT1 inh: 1.8; HTRA1 inh: 2.8; Rev-erbA mod: 7.4; UHRF1 binding: 4.6; TCR CD3 inh: -6.4

Results for O=c1c2c(nc3cc(-c4ccc(F)cc4)[nH]n13)CCC2 ?
MBD2 inh: 0.5; rCAG RNA binder: 3.4; LEDGF integ inh: -0.2; PG9 binder: -1.6; mABHD4 FP: 5.5; PRMT1 inh: 0.3; HTRA1 inh: -6.4; Rev-erbA mod: 2.3; UHRF1 binding: 0.0; TCR CD3 inh: 8.1

How did COc1cc(NS(=O)(=O)c2ccc(NC(=O)c3ccc([N+](=O)[O-])cc3)cc2)ncn1 do in these assays?
MBD2 inh: -7.0; rCAG RNA binder: 2.1; LEDGF integ inh: 4.6; PG9 binder: -0.5; mABHD4 FP: -1.8; PRMT1 inh: 1.7; HTRA1 inh: 2.2; Rev-erbA mod: 6.8; UHRF1 binding: 1.7; TCR CD3 inh: 2.6

What do the screens show for `Cc1ccc(CN=c2c([N+](=O)[O-])nn(-c3cccc(C)c3)n2O)cc1`?
MBD2 inh: 1.9; rCAG RNA binder: -1.9; LEDGF integ inh: -3.6; PG9 binder: 0.7; mABHD4 FP: 8.3; PRMT1 inh: 2.1; HTRA1 inh: 4.1; Rev-erbA mod: -2.4; UHRF1 binding: -3.5; TCR CD3 inh: -4.4

What do the screens show for `CC1(C)Cc2ccccc2-c2nnc(-c3ccc(O)cc3)n21`?
MBD2 inh: -4.4; rCAG RNA binder: -0.3; LEDGF integ inh: 0.8; PG9 binder: 0.7; mABHD4 FP: 3.9; PRMT1 inh: 0.9; HTRA1 inh: 5.0; Rev-erbA mod: 1.5; UHRF1 binding: 1.5; TCR CD3 inh: 1.1

How did Cc1ccc(-n2ncc3c(=O)[nH]c(SCC(=O)N4CC(=O)Nc5ccccc54)nc32)cc1 do in these assays?
MBD2 inh: -2.3; rCAG RNA binder: 6.2; LEDGF integ inh: -2.1; PG9 binder: -0.3; mABHD4 FP: -0.8; PRMT1 inh: 0.9; HTRA1 inh: 0.1; Rev-erbA mod: 4.5; UHRF1 binding: 1.2; TCR CD3 inh: 4.2

How did CCN(CC)C(=O)C1=C(C)N(Cc2ccc(OC)cc2)C(=O)C(CC(=O)NC2CC2)C1 (stereo unspecified) do in these assays?
MBD2 inh: 5.5; rCAG RNA binder: -0.5; LEDGF integ inh: 5.0; PG9 binder: 1.2; mABHD4 FP: 6.0; PRMT1 inh: -5.0; HTRA1 inh: 7.2; Rev-erbA mod: -3.4; UHRF1 binding: 2.5; TCR CD3 inh: -0.2

What do the screens show for `Cc1cnc(C(=O)OC(C)C(=O)Nc2ccc3c(c2)OCCO3)cn1` (stereo unspecified)?
MBD2 inh: 3.5; rCAG RNA binder: 3.4; LEDGF integ inh: 5.5; PG9 binder: -0.6; mABHD4 FP: -4.8; PRMT1 inh: -2.0; HTRA1 inh: -0.1; Rev-erbA mod: 6.5; UHRF1 binding: 1.8; TCR CD3 inh: -2.2

What do the screens show for `Cc1ccc(N(Cc2ccccc2F)S(C)(=O)=O)c(C)c1`?
MBD2 inh: -3.6; rCAG RNA binder: -6.5; LEDGF integ inh: -1.4; PG9 binder: 0.2; mABHD4 FP: -1.2; PRMT1 inh: -1.0; HTRA1 inh: -1.4; Rev-erbA mod: 3.7; UHRF1 binding: -1.2; TCR CD3 inh: 1.8

What do the screens show for `Cc1ccc(S(=O)(=O)Nc2cc(NC(=O)CN3CCOCC3)ccc2Cl)cc1`?
MBD2 inh: -4.1; rCAG RNA binder: 4.9; LEDGF integ inh: 1.1; PG9 binder: -0.1; mABHD4 FP: -7.0; PRMT1 inh: 0.5; HTRA1 inh: 5.9; Rev-erbA mod: -2.6; UHRF1 binding: 0.4; TCR CD3 inh: 7.5

What do the screens show for `O=C(Nc1nc(-c2ccccn2)cs1)c1ccccc1-n1cnnn1`?
MBD2 inh: 2.5; rCAG RNA binder: 8.7; LEDGF integ inh: 3.0; PG9 binder: 0.1; mABHD4 FP: -7.3; PRMT1 inh: 12.0; HTRA1 inh: 14.1; Rev-erbA mod: 5.1; UHRF1 binding: -0.2; TCR CD3 inh: 5.5

What do the screens show for `O=C(NCC(=O)N(c1ccccc1)C(C(=O)NC1CCCC1)c1cccnc1)c1ccco1` (stereo unspecified)?
MBD2 inh: -1.5; rCAG RNA binder: 2.1; LEDGF integ inh: 6.7; PG9 binder: 0.6; mABHD4 FP: -4.0; PRMT1 inh: -0.8; HTRA1 inh: -2.5; Rev-erbA mod: -4.2; UHRF1 binding: 3.0; TCR CD3 inh: -3.8

What do the screens show for `Cc1ccc(-c2nnc(SCC(=O)Nc3ccc(Oc4ccccc4)cc3)n2Cc2ccco2)cc1`?
MBD2 inh: 0.8; rCAG RNA binder: 10.4; LEDGF integ inh: -1.7; mABHD4 FP: -20.4; PRMT1 inh: 4.2; Rev-erbA mod: 3.8; UHRF1 binding: -0.3

What do the screens show for `COC(=O)c1ccc(NC(=O)CSc2nnc(C(C)NC(=O)c3ccccc3Cl)n2C)cc1` (stereo unspecified)?
MBD2 inh: 0.8; rCAG RNA binder: -3.9; LEDGF integ inh: 1.8; PG9 binder: 0.3; mABHD4 FP: 2.3; PRMT1 inh: -1.2; HTRA1 inh: 2.2; Rev-erbA mod: -2.2; UHRF1 binding: -1.7; TCR CD3 inh: -2.4

How did COC(=O)c1[nH]c2cc(C)ccc2c1NC(=O)CN1CCOCC1 do in these assays?
MBD2 inh: 0.5; rCAG RNA binder: -4.0; LEDGF integ inh: -1.9; PG9 binder: 1.1; mABHD4 FP: -5.7; PRMT1 inh: 2.1; HTRA1 inh: 1.7; Rev-erbA mod: 1.6; UHRF1 binding: -1.1; TCR CD3 inh: -3.1

What do the screens show for `COc1ccccc1NC(=O)c1ccc(Cl)c(S(=O)(=O)N2CCCCC2)c1`?
MBD2 inh: 1.0; rCAG RNA binder: 3.0; LEDGF integ inh: 6.8; PG9 binder: 0.1; mABHD4 FP: -23.7; PRMT1 inh: -1.4; HTRA1 inh: -20.2; Rev-erbA mod: 6.2; UHRF1 binding: 2.6; TCR CD3 inh: 4.3

How did COc1ccc(Br)cc1/C=C/C(=O)NC(=S)Nc1ccc(Cl)c(C(=O)O)c1 do in these assays?
MBD2 inh: -3.7; rCAG RNA binder: 15.1; LEDGF integ inh: 3.5; PG9 binder: -0.7; mABHD4 FP: -21.1; PRMT1 inh: -1.0; HTRA1 inh: -8.6; Rev-erbA mod: 4.5; UHRF1 binding: 1.4; TCR CD3 inh: 3.7

Results for Cc1ccccc1C(=O)N1CCC(C(=O)OCc2nc(N)nc(Nc3ccccc3)n2)CC1 ?
MBD2 inh: 0.2; rCAG RNA binder: -0.1; LEDGF integ inh: 0.8; PG9 binder: 0.1; mABHD4 FP: 0.8; PRMT1 inh: -1.4; HTRA1 inh: -4.4; Rev-erbA mod: -3.0; UHRF1 binding: 1.0; TCR CD3 inh: -3.2

How did COc1ccc(-c2nnc(SCc3cc(C)cc(C)c3)o2)cc1 do in these assays?
MBD2 inh: 5.3; rCAG RNA binder: -2.4; LEDGF integ inh: 0.1; PG9 binder: -1.0; mABHD4 FP: -1.7; PRMT1 inh: -1.8; HTRA1 inh: -43.6; Rev-erbA mod: 3.0; UHRF1 binding: 2.3; TCR CD3 inh: -2.1

How did Cc1ccc2nc(N(CCCN(C)C)C(=O)c3ccco3)sc2c1 do in these assays?
MBD2 inh: 3.8; rCAG RNA binder: -0.8; LEDGF integ inh: -1.9; PG9 binder: 1.6; mABHD4 FP: -4.2; PRMT1 inh: -2.9; HTRA1 inh: 8.6; Rev-erbA mod: -2.9; UHRF1 binding: -5.2; TCR CD3 inh: 4.2

What do the screens show for `O=C(NN1CCOCC1)c1ccccc1NS(=O)(=O)c1ccc(F)cc1F`?
MBD2 inh: 1.0; rCAG RNA binder: 4.2; LEDGF integ inh: 4.4; PG9 binder: -0.6; mABHD4 FP: 0.6; PRMT1 inh: -3.8; HTRA1 inh: 6.9; Rev-erbA mod: 3.2; UHRF1 binding: -0.5; TCR CD3 inh: 6.6

What do the screens show for `O=C(CCS(=O)(=O)c1ccccc1)Nc1nc(-c2ccc(F)cc2)cs1`?
MBD2 inh: 9.5; rCAG RNA binder: -2.4; LEDGF integ inh: -1.9; PG9 binder: -1.1; mABHD4 FP: -11.8; PRMT1 inh: 5.6; HTRA1 inh: -8.5; Rev-erbA mod: -3.4; UHRF1 binding: 5.7; TCR CD3 inh: -1.6

What do the screens show for `Cc1ccc(S(=O)(=O)CCC(=O)NC2CCCC2)cc1`?
MBD2 inh: 1.2; rCAG RNA binder: 0.5; LEDGF integ inh: -0.8; PG9 binder: -3.1; mABHD4 FP: 5.4; PRMT1 inh: 0.7; HTRA1 inh: 5.8; Rev-erbA mod: 5.4; UHRF1 binding: 1.6; TCR CD3 inh: 3.5

Results for Cc1nc(-c2cccnc2)sc1C(N)=O ?
MBD2 inh: -5.8; rCAG RNA binder: -1.0; LEDGF integ inh: -0.3; PG9 binder: 0.9; mABHD4 FP: -0.3; PRMT1 inh: -2.7; HTRA1 inh: -0.2; Rev-erbA mod: 0.3; UHRF1 binding: 0.2; TCR CD3 inh: -7.0

How did COc1ccc(-c2ccc3[nH]c4c(c3c2)CCN2C(=O)[C@@H]([C@H](C)O)[C@@H](N(C)C(=O)Nc3ccccc3)C[C@@H]42)cc1 do in these assays?
MBD2 inh: -0.2; rCAG RNA binder: 19.3; LEDGF integ inh: 3.4; PG9 binder: -0.6; mABHD4 FP: -7.8; PRMT1 inh: 0.3; HTRA1 inh: -16.5; Rev-erbA mod: 3.7; UHRF1 binding: 0.3; TCR CD3 inh: 3.1

How did COc1cc(S(=O)(=O)N2CCN(Cc3cccs3)CC2)ccc1NC(C)=O do in these assays?
MBD2 inh: 3.2; rCAG RNA binder: -0.4; LEDGF integ inh: -0.6; PG9 binder: -0.1; mABHD4 FP: 0.1; PRMT1 inh: 0.2; HTRA1 inh: 17.0; Rev-erbA mod: -8.9; UHRF1 binding: 0.8; TCR CD3 inh: 3.0

How did OC(Cc1cccc(C=NN2CCOCC2)n1)(C(F)(F)F)C(F)(F)F do in these assays?
MBD2 inh: 7.1; rCAG RNA binder: 1.6; LEDGF integ inh: -5.0; PG9 binder: -1.3; mABHD4 FP: -11.8; PRMT1 inh: 7.0; HTRA1 inh: 4.0; Rev-erbA mod: 4.9; UHRF1 binding: 3.4; TCR CD3 inh: -6.6

What do the screens show for `O=S(=O)(/N=C(/Nc1ccc(Cl)cc1Cl)c1ccccc1)c1cccs1`?
MBD2 inh: -1.3; rCAG RNA binder: 2.9; LEDGF integ inh: -1.3; PG9 binder: 0.4; mABHD4 FP: -5.0; PRMT1 inh: -2.5; HTRA1 inh: -3.3; Rev-erbA mod: 7.0; UHRF1 binding: -1.5; TCR CD3 inh: 4.0

This is a subset (hit frequency here may not be typical).
